Compound activity (PubChem)
NR2E3 ag-1 – activates human NR2E3 receptor; 360,000 tested, 0.35% active; Q9Y5X4; AID 602229; inhibition of corepressor binding, % at 3.98 µM; CHO-S Gal4-NCOR/VP16-NR2E3 two-hybrid, luciferase;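 active = inhibition above the mean of all tested compounds plus 3 SD, cut at about 70% in these data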;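 note: 0% = DMSO with NR2E3 transfected cells and 100% = cells lacking NR2E3 construct; higher means lower luciferase signal from less NR2E3 corepressor binding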
Target sequence (Q9Y5X4 whole entry, looked up, the tested form may be a part): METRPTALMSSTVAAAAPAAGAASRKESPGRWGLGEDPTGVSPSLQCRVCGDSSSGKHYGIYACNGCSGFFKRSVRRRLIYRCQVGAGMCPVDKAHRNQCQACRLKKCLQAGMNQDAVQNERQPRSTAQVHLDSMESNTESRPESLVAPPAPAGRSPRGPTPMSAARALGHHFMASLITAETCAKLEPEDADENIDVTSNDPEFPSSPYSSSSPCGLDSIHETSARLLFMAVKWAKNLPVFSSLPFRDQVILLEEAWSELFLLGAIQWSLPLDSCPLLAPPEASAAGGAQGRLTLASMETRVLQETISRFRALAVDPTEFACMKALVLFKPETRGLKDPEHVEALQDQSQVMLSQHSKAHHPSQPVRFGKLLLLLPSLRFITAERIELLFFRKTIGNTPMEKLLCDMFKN
CF NFkB inh – blocks PAF-induced NF-kB reporter in cystic fibrosis cells; KKLEB NF-kB-GFP reporter, GFP fluorescence overnight; inhibition, % at 5 µM; 360,000 tested, 0.86% active; AID 588850;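 active = at least 50% inhibition at 5 µM, scaled per plate between neutral and stimulator controls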;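 note: PAF is a Pseudomonas aeruginosa culture filtrate used as stimulus; plate controls were PAF-stimulated DMSO wells for no effect and unstimulated DMSO wells for full effect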
LMP1 NFkB inh – reduces LMP1-driven NF-kappaB luciferase signal; inhibition, % at 12.5 µM; 350,000 tested, 0.69% active; LMP1-induced NF-kappaB luciferase reporter cells, luminescence; in the data active = inhibition above about 41%;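 note: 0% = neutral control wells and 100% = reference inhibitor control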
hiPSC survival – increases survival of single human iPS cells | hiPSC single-cell survival, ATPlite luminescence; 100% = ROCK inhibitor wells, 0% = DMSO | survival enhancement, % at 20 µM | 360,000 tested, 0.044% active | AID 602274; in the data active = survival enhancement above about 18%;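 note: cells exposed to compounds for 16 hours before the ATP read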
HIF-2a block – blocks HIF-2a reporter activity; 786-0 RCC cells HIF-2a reporter, luciferase luminescence, overnight; inhibition, % at 18.8 µM; 360,000 tested, 0.72% active;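 active = inhibition of the luminescence signal of 40% or more relative to plate controls, in a single-dose primary screen at 18.75 µM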
NR2E3 ag-2 – agonists of human nuclear receptor NR2E3; Q9Y5X4; AID 2300; inhibition of corepressor binding, % at 4.78 µM; 320,000 tested, 0.12% active; GST-NR2E3/biotin-RetCOR TR-FRET, 1536-well;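 active = percent inhibition above the cutoff of mean plus 3 SD of all tested compounds, set per screening campaign, cut at about 20% in these data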;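 note: 0% = DMSO wells and 100% = biotin wells as full block of FRET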
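System: GST-tagged NR2E3 plus biotinylated RetCOR corepressor; Buffer or medium: pH 7.5 Tris-based buffer; Probe or stimulus: RetCOR corepressor, biotinylated, 7 nM; Doses: compound at 4.8 µM, single dose; Schedule: 5 h incubation at 4 °C; Technique: time-resolved FRET; Evaluation: percent inhibition of TR-FRET ratio; Replication: one well per compound, singlicate testing.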
TRAIL sens C8 – sensitizes caspase-8 expressing cells to TRAIL; AID 624354; 360,000 tested, 1% active; inhibition (viability loss, TRAIL sensitization), % at 10 µM; NB7+C8 cells + TRAIL, ATPlite viability luminescence;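 active = compounds causing at least 50% loss of cell viability in the single-dose screen, relative to plate controls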
KKLEB cytotox – CF airway cell cytotoxicity counter-screen; 360,000 tested, 0.36% active; KKLEB CF airway cells viability, ATPlite luminescence, overnight; hits give low values; cells stimulated with P. aeruginosa culture filtrate; activity change (cytotoxicity), % at 5 µM;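 active = corrected activity change at or below -50% at 5 µM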
MITF TRPM1 inh – inhibitors of MITF-driven TRPM1 promoter in melanoma cells | SK-MEL-5 TRPM1 promoter luciferase, 24 h | inhibition, % at 12.5 µM | 330,000 tested, 0.83% active;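 active = mean inhibition across replicates of 60% or more, whatever share of single replicates reaches that level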; note: values of inactives mirror those of a sister screen read the other way
Peg3 prom inh – Peg3 promoter activity inhibition | HeLa PEG-Prom luciferase reporter, luminescence, overnight | inhibition, % at 20 µM | 360,000 tested, 1.7% active;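 active = inhibition of at least 50% at 20 µM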
Shn3 3UTR inh – reduces Shn3 3'UTR luciferase signal in osteoblasts | 360,000 tested, 0.52% active | Clone20 osteoblast Shn3 3'UTR firefly luciferase, 24 h | inhibition, % at 12.5 µM;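 active = mean inhibition of at least 75% with every replicate also reaching 75%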;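 note: 0% = median of neutral control wells and 100% = pilot-screen positive control compound; some compounds past the cut are filed as inactive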
Numbers without * were called inactive; . = not tested or not shown.

SMILES	NR2E3 ag-1	CF NFkB inh	LMP1 NFkB inh	hiPSC survival	HIF-2a block	NR2E3 ag-2	TRAIL sens C8	KKLEB cytotox	MITF TRPM1 inh	Peg3 prom inh	Shn3 3UTR inh
CCCN1CCc2c(sc(NC(=O)CCS(=O)(=O)c3ccccc3)c2C(=O)OC)C1	14.7	14.6	-38.7	-0.2	6.1	-3.2	-2.9	-10.5	-9.1	16.1	8.1
COC(=O)c1ccsc1NC(=O)CN1CCN(c2ncccn2)CC1	-2.0	17.4	12.0	-0.1	11.1	-4.7	2.4	0.7	8.3	1.5	0.1
O=C(O/N=C1\CCCCC1c1ccc([N+](=O)[O-])cc1[N+](=O)[O-])c1c(F)cccc1F (stereo not given)	-12.7	-6.0	8.9	-4.5	23.5	2.8	-13.1	8.7	6.2	-2.6	-4.8
COc1ccccc1Nc1nc(NCc2ccco2)c2ccccc2n1	9.5	4.3	.	0.4	-80.5	-0.1	5.7	-12.0	.	-47.5	15.5
O=C(NCc1ccco1)c1csc2c1CCCCC2	-6.6	-1.1	7.5	-2.2	-73.3	0.3	6.8	11.7	-14.8	-19.4	-31.4
CC(C)c1ccc(C(=O)NNC(=O)c2n[nH]c(=O)c3ccccc23)cc1	-7.6	-10.5	-0.2	-1.9	-22.4	1.0	-3.7	4.4	0.7	-0.3	5.4
O=C(COC(=O)CCc1ccc(S(=O)(=O)N2CCOCC2)cc1)NCc1ccccc1	1.2	-2.1	6.1	2.5	9.2	-1.8	-10.2	12.2	-4.8	13.5	-4.8
CCOc1ccc(S(=O)(=O)N2CCN(C(=O)c3cc(-c4ccccc4)nn3-c3ccccc3)CC2)cc1	16.2	-7.8	-4.0	-0.6	3.4	-1.1	-12.1	0.2	15.0	47.9	52.9
O=C(CN1CCN(S(=O)(=O)c2ccc(Cl)cc2)CC1)c1ccc(O)c(O)c1	5.2	-25.0	-7.5	-0.1	12.8	0.4	17.5	11.3	14.4	8.1	19.0
Cc1ccc(CSCCNC(=O)c2ccccc2)cc1	7.3	-1.5	1.0	0.1	-4.2	1.2	2.3	3.3	-16.9	7.0	-18.1
CCc1c(C)nc(SCC(=O)N2CCN(c3ccccc3OC)CC2)[nH]c1=O	-30.7	-25.2	0.0	-1.0	0.6	1.4	2.6	6.0	-5.2	14.3	9.6
CCc1cccc(C)c1N(C(=O)Cn1c(=O)[nH]c2ccccc21)C(C)COC (stereo not given)	-0.1	-3.7	7.7	1.6	13.2	0.0	-1.9	1.9	-4.3	3.5	11.7
CCCCN(CC)CCCNC(=O)Cn1nc(Cc2cccnc2)c2ccccc2c1=O	-9.2	-15.4	-15.9	0.9	3.7	-3.7	9.2	-5.1	0.0	0.2	-4.6
O=C(CN1CCN(CCOCCO)CC1)N1c2ccccc2Sc2ccc(Cl)cc21	-24.4	-9.7	-2.5	-1.2	-1.0	3.5	-5.0	7.8	-0.5	7.9	-9.8
COc1ccc(Cl)cc1C(=O)O/N=C(\N)c1ccc(Cl)cc1	1.3	-4.5	-65.7	1.6	-114.3	-0.2	4.5	7.2	-14.0	-123.8	-75.4
COc1ccc(OCC(=O)Nc2ccc(N3CCN(C(=O)c4ccccc4C)CC3)cc2)cc1	5.9	5.5	19.4	-0.4	17.0	1.4	-4.6	5.8	5.9	18.3	7.0
CCOC(=O)c1ccc(NC(=S)NC2CC(C)(C)NC(C)(C)C2)cc1	-0.5	10.8	-12.3	-3.8	-21.1	4.0	5.2	-10.6	-3.2	16.5	-2.1
Cc1[nH]c(C)c(S(=O)(=O)Nc2cccc(Cl)c2C)c1C(=O)N1CCCC1	-6.9	-2.5	6.1	-0.6	9.5	4.5	-10.5	2.4	2.2	0.9	12.0
O=C(CN1CCN(c2ccc(Cl)cc2)CC1)Nc1ccc(F)cc1	27.3	-15.6	4.1	0.2	14.6	0.3	-17.5	-3.4	3.1	-6.1	-2.5
O=C(Cc1ccccc1)NCC(=O)Nc1cc(Cl)ccc1Cl	-10.0	-3.1	6.0	-0.5	19.3	.	-17.2	3.3	3.4	-1.8	3.3
COc1ccccc1Nc1nc(-c2c(C)nc3ncccn23)cs1	46.1	-40.2	28.0	0.8	-75.6	.	24.0	2.2	14.7	-16.6	70.8
Cc1ccc2c(c1)N(C(=O)CCC(=O)NC1CCN(Cc3ccccc3)CC1)CC(C)O2 (stereo not given)	-0.1	-31.4	3.6	2.2	-2.0	-1.7	-0.4	12.6	1.0	5.2	-14.5
Cn1c(=O)c2c(ncn2CC(=O)N/N=C/C=C/c2ccco2)n(C)c1=O	-9.8	1.2	-4.9	1.1	11.6	-2.0	-4.2	-8.9	18.7	15.2	-0.6
Cc1ccc(-n2ncc(C(=O)N3CCc4ccccc4C3)c2NC(=O)c2ccco2)cc1C	-11.9	-15.8	-0.4	0.3	-24.9	0.3	5.3	9.5	-3.2	-1.9	-4.3
N#CC(=C1CCCC1)c1nc(-c2ccccc2)cs1	-121.3	-11.3	-47.1	-3.2	-232.3	0.9	44.3	-7.6	-110.0	-276.0	-56.3
CCOc1ccc(C(=O)NC(=S)Nc2ccc(NC(=O)CC)cc2)cc1[N+](=O)[O-]	-27.1	18.7	4.8	-0.1	21.0	-1.5	-2.0	-2.0	9.3	5.4	22.3
CC(C)(C)NC(=O)C(c1ccc(F)cc1)N(CC1CCCO1)C(=O)CCC(=O)Nc1ccccn1 (stereo not given)	-21.8	-18.9	5.7	0.5	-7.9	-1.6	11.3	2.4	4.1	5.8	1.9
CCOc1ccc(CN(C)C(=O)c2cccnc2OCC)cc1OC	-7.8	-7.7	10.8	0.0	13.4	3.1	-4.4	-8.2	4.2	6.7	-18.7
CC1CC(C)CN(CC(C)(C)NS(=O)(=O)c2ccccc2)C1 (stereo not given)	17.0	0.1	-2.4	8.7	9.0	2.0	5.3	-4.4	-5.8	1.4	19.1
O=[N+]([O-])c1ccc(CC(Cl)c2ccccn2)cc1 (stereo not given)	18.7	-23.7	-8.1	5.0	-215.2	.	7.1	-3.6	-69.7	-127.1	-24.4

Part of the list above with just LMP1 NFkB inh.
| molecule | LMP1 NFkB inh |
| --- | --- |
| N#CC(=C1CCCC1)c1nc(-c2ccccc2)cs1 | -47.1 |
| CCOc1ccc(C(=O)NC(=S)Nc2ccc(NC(=O)CC)cc2)cc1[N+](=O)[O-] | 4.8 |

The list goes on.
SMILES	NR2E3 ag-1	CF NFkB inh	LMP1 NFkB inh	hiPSC survival	HIF-2a block	NR2E3 ag-2	TRAIL sens C8	KKLEB cytotox	MITF TRPM1 inh	Peg3 prom inh	Shn3 3UTR inh
COC(=O)c1ccc(COc2ccc3ccc(=O)oc3c2)o1	-9.3	-8.9	-8.0	0.3	-58.0	.	-41.0	-2.0	-25.9	-69.5	-27.3
CCOc1ccc(N2CC(C(=O)NCCN3C(=O)S/C(=C\c4ccc(OC)cc4)C3=O)CC2=O)cc1 (stereo not given)	-15.9	-18.0	-5.3	-0.2	-33.8	2.7	5.9	-3.3	-11.0	-82.0	2.6
O=C1C2CCCN2C(c2ccccc2)N1c1cccc(Cl)c1 (stereo not given)	-19.1	-6.3	-1.1	-0.9	-2.0	-0.7	-16.1	-2.8	-4.5	6.4	-5.2
Cc1cc(C(=O)COC(=O)c2ccc[nH]c2=O)c(C)n1-c1ccc(Br)cc1	-81.9	-14.3	-2.6	-2.5	-43.6	1.1	20.8	-1.4	-33.7	-139.6	-23.9
COc1ccc([C@@H]2CC=C(C(=O)O)[C@H](c3ccc(Cl)cc3)N2S(=O)(=O)c2ccccc2C)cc1	-4.2	22.1	3.3	3.4	-0.4	-4.7	5.6	0.2	2.6	4.5	-6.0
CCOc1ccc(NC(=O)C(C)NS(=O)(=O)c2ccc(NC(C)=O)cc2)cc1 (stereo not given)	-5.0	-22.6	-0.7	-0.3	4.2	0.1	7.8	9.2	1.4	4.1	-0.2
O=C(NC1CCSc2ccccc21)c1c(F)cccc1Cl (stereo not given)	24.3	9.5	-2.0	-0.2	-2.9	1.2	-5.7	-6.1	6.7	16.2	3.5
COc1cc(OC)cc(OC(=O)c2cccc(S(=O)(=O)N3CCN(C)CC3)c2)c1	23.1	-12.4	0.3	-0.4	0.9	0.4	-11.4	8.6	4.8	3.0	-7.8
CCOC(=O)c1ccccc1NS(=O)(=O)c1ccc(S(=O)(=O)N2CCCC2)cc1	-0.7	4.4	-13.2	2.1	0.8	2.7	-1.8	8.1	-10.2	19.5	25.2
CC(=O)N1CCN(C(=O)CCCNC(=O)c2ccc(Cl)cc2)CC1	-25.1	-10.6	7.5	1.4	6.0	0.2	1.6	-3.4	0.3	11.2	-3.1
COc1ccccc1CCNC(=O)c1cc(-c2ccncc2)nc2ccc(Br)cc12	-16.5	20.6	-44.9	-0.5	23.6	.	4.2	-9.0	1.1	59.8*	24.0
N#Cc1nc(-c2ccco2)oc1N1CCCC1	10.9	-12.9	-6.0	-1.5	13.1	0.4	-2.3	-0.4	2.9	-2.4	-12.7
Cc1ccc(SCC(=O)OC(C)C(=O)NC2CCCCC2C)c(C)c1 (stereo not given)	-24.6	1.8	3.7	-0.5	12.7	1.4	3.4	-8.5	.	12.0	-6.6
COc1ccc(CC(=O)OCC(=O)c2ccc(OC)c(OC)c2)cc1	-21.5	-8.9	-7.5	-0.1	-2.0	3.8	7.4	8.5	-17.1	-1.0	6.4
CC(C)(C)c1ccc(C(=O)NCCC(=O)NC2=NCCS2)cc1	-10.4	17.7	-0.3	-0.1	-49.0	2.9	-12.9	1.9	-4.4	-49.6	-20.3
O=C1N[C@@H](Cc2ccccc2)COC(=O)[C@@H](Cc2ccc(F)cc2)CC/C=C/C[C@@H]1CC(=O)N(CCO)Cc1ccccc1	-14.4	-0.9	12.7	-1.5	3.8	.	8.6	10.9	-3.9	36.2	3.9
O=C(O)CC1Cc2ccccc2C1C(=O)O (stereo not given)	14.8	10.5	-3.3	-0.2	-1.4	.	1.8	1.3	1.9	-0.2	14.9
NC1=NC(c2cn[nH]c2-c2cccc(F)c2)n2c(nc3ccccc32)N1 (stereo not given)	10.7	-10.9	-3.8	-0.6	-5.2	0.1	4.6	12.4	-1.7	8.8	-47.3
O=C(O)c1cnn(-c2nc(-c3ccc(F)cc3)cs2)c1C(F)(F)F	-99.4	5.7	-23.8	1.9	-164.1	5.8	0.0	-1.5	-22.8	-118.9	-2.4
Cc1ccc(C)c(NC(=O)NNC(=O)c2cc3occc3[nH]2)c1	3.5	-5.6	-1.3	-0.5	16.1	1.2	8.0	-0.7	-0.3	1.5	1.5
CC(=O)N(/N=C1\Sc2ccccc2C1=O)c1ccccc1C	-47.1	-33.6	-41.0	-1.2	-276.2	15.2	25.1	0.0	-2.9	-272.6	-29.7
CCOC(=O)c1[nH]c(C)c(C(=O)OC)c1C	-3.1	-7.5	-3.5	-0.6	-57.8	-2.9	-14.9	1.5	-32.1	-23.4	-20.8
CSc1ccccc1NC(=S)Nc1cccc(C(F)(F)F)c1	1.9	3.0	-1.2	1.4	-9.4	0.9	-9.9	6.2	14.8	7.5	15.4

Not all compounds are listed; the hit share may differ from the screen's.
